STAT1 activator: STAT1 signaling activators, primary screen, cell-based, HTS, luciferase reporter; activation (% of control), % at 5.5 µM; AID 932, 2007; NIH 3T3 STAT1-luciferase reporter, IFN-gamma, luminescence; 100% = IFN-gamma alone, no compound; hit rate 2.6% among 200,000;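 active means activation above the screen-wide mean activation plus 3 SD, cut at about 130% in these data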;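 further: raw ratio to IFN-gamma control signal so 100% means no change and 0% no light; values of inactives mirror those of a sister screen read the other way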
ROMK primary: ROMK potassium channel modulators, primary screen, cell-based, thallium flux, MLSMR library; AID 1918, 2009; Tet-inducible ROMK, thallium flux fluorescence; actives lie on both sides; B-score at 10 µM; ATP-sensitive inward rectifier potassium channel 1 (Homo sapiens), P48048; hit rate 2% among 130,000;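 active means signal ratio slope over the read window, or its plate-corrected B-score, at least 3 SD from the plate mean, either direction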;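 further: B-score of the F/F0 ratio slope over 7 to 12 s after thallium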
Target sequence (P48048 whole entry, looked up): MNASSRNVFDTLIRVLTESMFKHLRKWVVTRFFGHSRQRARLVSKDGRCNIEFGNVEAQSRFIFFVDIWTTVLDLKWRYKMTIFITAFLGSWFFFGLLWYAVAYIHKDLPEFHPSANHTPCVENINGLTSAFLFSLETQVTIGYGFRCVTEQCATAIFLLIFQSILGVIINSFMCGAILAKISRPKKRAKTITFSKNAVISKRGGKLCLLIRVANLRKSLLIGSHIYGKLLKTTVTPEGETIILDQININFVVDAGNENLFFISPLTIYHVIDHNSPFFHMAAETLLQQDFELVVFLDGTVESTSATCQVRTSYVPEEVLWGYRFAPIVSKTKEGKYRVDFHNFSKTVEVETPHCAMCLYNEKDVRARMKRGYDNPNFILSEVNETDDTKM
FLuc inhib CS: firefly luciferase enzyme inhibitors, primary screen, artefact control for luciferase-based inhibitor screens, biochemical, luminescence, ATPLite; Luciferin 4-monooxygenase (Photinus pyralis), P08659; 10 min; inhibition, % at 10 µM; hit rate 1.5% among 200,000;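 active means inhibition above about 50% when tested at 10 µM, limit read from the data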
Target sequence (P08659 whole entry, looked up): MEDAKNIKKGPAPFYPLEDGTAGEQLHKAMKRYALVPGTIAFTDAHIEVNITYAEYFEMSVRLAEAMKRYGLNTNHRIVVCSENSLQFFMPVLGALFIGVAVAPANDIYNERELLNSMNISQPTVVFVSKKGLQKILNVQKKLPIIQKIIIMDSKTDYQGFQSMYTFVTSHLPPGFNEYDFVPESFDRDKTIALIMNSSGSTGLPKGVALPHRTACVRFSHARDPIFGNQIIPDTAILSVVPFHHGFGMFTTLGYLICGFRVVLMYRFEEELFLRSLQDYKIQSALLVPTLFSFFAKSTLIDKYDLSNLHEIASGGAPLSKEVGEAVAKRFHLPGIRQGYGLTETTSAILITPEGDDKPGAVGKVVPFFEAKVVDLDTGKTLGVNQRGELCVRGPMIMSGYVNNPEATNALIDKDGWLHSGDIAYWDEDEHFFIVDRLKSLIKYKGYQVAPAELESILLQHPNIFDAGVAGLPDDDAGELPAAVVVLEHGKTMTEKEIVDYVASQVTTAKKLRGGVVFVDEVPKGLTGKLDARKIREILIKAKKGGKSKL
FLuc act counter: FLuc activators, initial screening, artefact control for FLuc-dependent activation tests, biochemical, ATPlite luminescence | activation factor at 10 µM | ATPlite luciferase biochemical, 10 min; 0 = ATP-free wells, 1 = DMSO control | 200,000 tested, under 10 active | Luciferin 4-monooxygenase (Photinus pyralis), P08659;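 active means luciferase activation factor, scaled between plate controls, of at least 2 with compound at 10 µM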
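System: cell-free luciferase reagent; medium: PBS as buffer for the ATP substrate; doses: test compounds dosed from 2 mM stocks in 100% DMSO; incubation: 10 min, room temperature; measured by: luminescence from luciferase reaction; read-out: luciferase activation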
STAT3 blocker: IL-6 driven STAT3 reporter inhibitors, primary screen, U3A cells, luciferase, luminescence, MLSCN library | inhibition, % at 5.5 µM | IL-6 STAT3-luciferase reporter; host cell line lacks STAT1 | hit rate 0.89% among 190,000 | AID 862, 2007;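 active means inhibition above the mean inhibition across all screened compounds plus 3 SD, cut at about 44% in these data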;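 further: 0% = DMSO only wells and 100% = 100 µM nifuroxazide control wells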
APP transl inh: inhibitors of APP translation via 5'UTR reporter, primary screen, APP 5'UTR luciferase, SH-SY5Y cells. hit rate 0.82% among 190,000. SH-SY5Y APP 5'UTR-luciferase reporter, luminescence. inhibition, % at 2 µM;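 active means inhibition above a set limit, derived from the sample mean plus 3 SD, cut at about 45% in these data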; further: values of inactives mirror those of a sister screen read the other way
APP 5'UTR act: activators of APP 5'UTR luciferase reporter, primary screen, SH-SY5Y cells; SH-SY5Y APP 5'UTR luciferase reporter, luminescence; zero percent = DMSO vehicle wells; activation, % at 2 µM; hit rate 1% among 190,000; AID 1276, 2008;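 active means activation above a set limit, based on mean plus 3 SD of controls, cut at about 140% in these data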; further: values of inactives mirror those of a sister screen read the other way
STAT3 act: IL-6 driven STAT3 reporter potentiators, primary screen, U3A cells, luciferase, luminescence, MLSCN library; IL-6 STAT3-luciferase reporter; 100% = signal with IL-6 EC80 alone; activation (% of control), % at 5.6 µM; hit rate 0.91% among 190,000;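 active means activation above the screen-wide mean of compound activation plus 3 SD, cut at about 130% in these data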;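 further: 0% = background luminescence of wells with medium and substrate only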
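Material: human STAT1-deficient U3A cells with stable STAT3-luciferase reporter / Probe or stimulus: IL-6 stimulus at 33 ng/mL final / Schedule: 1 h compound pre-exposure, 6 h IL-6 stimulation, 37 °C / Technique: luminescence / Read-out basis: percent of IL-6-only median luminescence / Control set: IL-6-only high control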
STAT1 blocker: STAT1 signaling inhibitors, primary screen, cell-based, HTS, luciferase reporter. inhibition, % at 5.5 µM. AID 920, 2007. NIH 3T3 STAT1-luciferase reporter, IFN-gamma, luminescence. hit rate 0.35% among 200,000;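 active means inhibition above a set limit, the mean inhibition across all tested compounds plus 3 SD, cut at about 34% in these data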;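 further: 0% = IFN-gamma with DMSO and 100% = IFN-gamma with 300 µM nifuroxazide; values of inactives mirror those of a sister screen read the other way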
NF-kB neuron act: activators of NF-kB expression in neurons, primary screen, cell-based, HTS; fold change at 12.5 µM; human neuronal cells, NF-kB reporter expression; hits give high values; hit rate 1.6% among 190,000; in the data active means fold change above about 3.3
Active calls of the source: *; / = no result given.

compound	FLuc act counter	STAT3 act	FLuc inhib CS	STAT3 blocker	STAT1 blocker	NF-kB neuron act	ROMK primary	STAT1 activator	APP 5'UTR act	APP transl inh
CC(=O)Nc1ccc(NC(=O)COC(=O)c2cnccn2)cc1	1.1	96	-6	9	0	1.3	-0.38	99	-14	14
CCOc1ccc(-c2onc(C(F)(F)F)c2-c2cscn2)c(O)c1	1	97	-4	9	2	1.3	0.5	99	11	-11
CN(O)/C=c1/ccc2c(n1)C(=O)C=CC=2	1	105	-4	-2	-1	0.87	0.89	100	-11	11
CCOC(=O)C(C)n1cnc2c(oc3ccccc32)c1=O (stereo unspecified)	1	105	0	-2	-2	1.3	/	102	-6	6
Nc1nnc(/C=C/c2ccccc2)s1	0.6	90	35	14	-17	1.2	0.63	114	45	-45
COC(=O)c1ccc(NC(=O)CSC2=Nc3ccccc3C3CC=NN23)cc1 (stereo unspecified)	1	104	-5	-4	2	1.2	-0.93	98	4	-4
COc1ccc(N=Cc2c(O)cc(C)oc2=O)cc1	0.5	98	48	5	-15	1.1	1.1	114	-21	21
O=C(O)CCCNS(=O)(=O)c1ccc(F)cc1	1	98	-4	6	-4	1.1	/	104	15	-15

Next entries.
compound	FLuc act counter	STAT3 act	FLuc inhib CS	STAT3 blocker	STAT1 blocker	NF-kB neuron act	ROMK primary	STAT1 activator	APP 5'UTR act	APP transl inh
Cc1ccc(N2C(N)=C(C#N)C(c3ccsc3)C3=C2CC(C)(C)CC3=O)cc1 (stereo unspecified)	1.1	100	-6	4	9	0.91	/	92	20	-20
O=C(CCCCCN1C(=O)CCC1=O)Nc1ccc(Br)cc1F	1	99	-2	5	7	1.3	0.32	94	1	-1
Cc1ccc(S(=O)(=O)c2nc(-c3ccc(F)cc3)oc2SCC(N)=O)cc1	1.1	104	-11	-5	-2	1.2	-2.4	102	-6	6
c1ccc(COc2ccc(Oc3nc(N4CCCCC4)nc(N4CCOCC4)n3)nn2)cc1	1	104	-4	2	-1	0.55	/	101	-19	18
COc1ccc(N2CCN(C(=O)c3ccc(-n4nc(C)cc4C)cc3)CC2)cc1	1.1	104	-8	-4	-2	1	/	102	-14	14
O=C(Oc1ccccc1[N+](=O)[O-])c1cccnc1	1	102	1	5	-2	1.4	0.036	102	11	-11
CCn1cc(Cl)c(C(=O)Nc2ccc(OC)c(OC)c2)n1	0.8	81	15	30	-8	1.6	1.9	107	20	-20
CCCn1c(=O)c(F)cn(Cc2ccc(OC)c([N+](=O)[O-])c2)c1=O	1.1	109	-6	-5	8	0.94	/	92	0	0

(more compounds)
compound	FLuc act counter	STAT3 act	FLuc inhib CS	STAT3 blocker	STAT1 blocker	NF-kB neuron act	ROMK primary	STAT1 activator	APP 5'UTR act	APP transl inh
Cc1sc2nc(CN3CCCCC3)nc(Cl)c2c1C	1	95	-2	5	1	1.6	/	99	1	-1
O=C(CC1(O)C(=O)Nc2cc(Cl)cc(Cl)c21)c1ccncc1 (stereo unspecified)	1.1	106	-5	-1	-6	0.96	-0.059	105	12	-12
O=c1oc(/C=C/c2ccccc2)nc2ccccc12	0.2	64	80*	44*	31	4.6*	0.055	70	100	-100
O=C(c1ccco1)N1CCN(C(=O)C2CC(c3ccc(Cl)c(Cl)c3)=NO2)CC1 (stereo unspecified)	1.1	82	-6	25	-6	0.95	-2.7	106	-10	10
O=C(O)CCc1ccc(S(=O)(=O)N2CCOCC2)cc1	1	95	-3	6	6	0.96	0.89	94	3	-3
Cc1ccc(Nc2cc(=O)[nH]c(=O)[nH]2)c(C)c1	1	101	-3	10	-1	1.1	/	101	0	0
COc1ccc(NC(=O)CSc2nnnn2C2CCCC2)cc1	1	103	-1	4	0	1.3	-1.2	98	-4	4
CC(=O)Nc1ccc(NC(=O)C2CC(=O)N(c3ccccc3Cl)C2)cc1 (stereo unspecified)	1	101	-2	6	1	1.3	1.6	97	5	-5

Other structures:
compound	FLuc act counter	STAT3 act	FLuc inhib CS	STAT3 blocker	STAT1 blocker	NF-kB neuron act	ROMK primary	STAT1 activator	APP 5'UTR act	APP transl inh
CN(NC(=O)Nc1ccc(Cl)cc1)c1c(Cl)c(Cl)nn1C	1	103	-2	4	-2	1.1	-1.4	101	-19	19
CCCCN=c1sc(C(=O)OC)cc(=O)n1CCCC	1.1	103	-7	2	2	1.4	/	98	-7	7
O=C1CC(SCCc2nc3ccccc3[nH]2)C(=O)N1c1ccc(F)c(Cl)c1 (stereo unspecified)	/	102	/	8	-1	/	/	101	-1	1
COc1ccc(CNC(=O)/C=C/c2ccc(OCCCF)cc2)cc1OC	1	95	-2	8	10	1	/	91	3	-3
COCCCn1c(=N)c(C(=O)NCc2ccc3c(c2)OCO3)cc2c(=O)n3ccccc3nc21	1.1	100	-8	7	4	0.97	/	97	20	-20
O=C(NCc1ccncc1)c1nnc(Cc2c(F)cccc2Cl)o1	1	98	-3	5	8	0.97	/	92	-10	10
COc1ccccc1-n1c(SCC(=O)N2CCCCC2)nc2cccnc21	1	103	-3	3	4	0.96	/	96	3	-3
Nc1ccc(NC(=O)NC2CCCCC2)cc1	1	95	4	12	-16	1.4	0.52	115	4	-4

Going on with the list.
compound	FLuc act counter	STAT3 act	FLuc inhib CS	STAT3 blocker	STAT1 blocker	NF-kB neuron act	ROMK primary	STAT1 activator	APP 5'UTR act	APP transl inh
CCC(Sc1nc(C)cc(=O)[nH]1)C(=O)Nc1nnc(C)s1 (stereo unspecified)	1	99	1	4	0	1.2	0.37	104	/	-28
CCN(CC)c1ccc(/C=N\NC(N)=O)cc1	0.9	90	8	16	-4	1.2	/	104	31	-31
CCn1cc(C(=O)Nc2cccc(C)c2)c(=O)c2ccc(C)nc21	1.1	91	-10	18	-10	1.1	2	108	-4	4
Cc1ccccc1CN(c1ccc(C(=O)Nc2cccnc2)cc1)S(C)(=O)=O	1.1	103	-6	3	-1	1.2	0.21	100	-7	7
N#Cc1c(/N=C\c2ccc(O)c([N+](=O)[O-])c2)sc2c1CCCC2	0.9	102	10	3	-1	2	0.67	102	-5	5
CC(=O)NCC(=O)NC(C(=O)Nc1ccc2c(c1)OCCO2)c1ccccc1 (stereo unspecified)	1.1	99	-5	8	10	0.97	/	92	-13	13
COc1cccc(-n2nnc(S(=O)(=O)c3ccc(C)cc3)c2N)c1	1	102	-5	3	8	1.1	0.25	90	11	-11
Cc1cccc(Oc2coc3cc(OC(=O)c4cc5ccccc5oc4=O)ccc3c2=O)c1	1	102	-2	-2	-11	1.6	/	110	23	-23

Following part.
compound	FLuc act counter	STAT3 act	FLuc inhib CS	STAT3 blocker	STAT1 blocker	NF-kB neuron act	ROMK primary	STAT1 activator	APP 5'UTR act	APP transl inh
CCc1cccc(C)c1NC(=O)CSc1nc2ccc(N3C(=O)c4ccccc4C3=O)cc2s1	1	100	-4	7	3	0.87	-0.27	97	1	-1
CCN(C(=O)COC(=O)CNS(=O)(=O)c1ccccc1)c1ccccc1	1.1	102	-7	-1	-3	1.2	-0.9	102	-3	3
Cc1ccc(-c2ccc(SCC(=O)N3CCN(c4ccccc4)CC3)nn2)cc1	1	104	4	-2	1	0.98	/	99	1	-1
O=C(Nc1nnc(-c2ccc(F)cc2)s1)C1CCN(S(=O)(=O)c2ccc(Cl)cc2)CC1	1	106	-3	-12	8	1	/	93	-16	16
O=C(N/N=C\c1cccc(OC(=O)c2ccco2)c1)c1ccc2c(c1)OCO2	0.3	64	70*	43	-21	5.1*	-0.31	118	83	-83
COc1ccccc1NC(=O)c1sc2ncn(Cc3ccc(C)cc3)c(=O)c2c1C	1	97	-2	7	-7	1.7	/	106	-12	12
CC1(C)CC(C)(c2ccc(O)cc2O)N(c2cccc(Cl)c2)C(=S)N1 (stereo unspecified)	1.1	96	-9	7	7	1.2	-0.64	93	2	-2
CCOc1cc(N2CCOCC2)c(OCC)cc1NC(=O)CN1C(=O)NC2(CCCCCCC2)C1=O	1	105	-2	-5	0	0.87	0.5	99	18	-18

In the list so far, these contain an aryl thioether with sulfur outside any ring:
compound	FLuc act counter	STAT3 act	FLuc inhib CS	STAT3 blocker	STAT1 blocker	NF-kB neuron act	ROMK primary	STAT1 activator	APP 5'UTR act	APP transl inh
Cc1ccc(S(=O)(=O)c2nc(-c3ccc(F)cc3)oc2SCC(N)=O)cc1	1.1	104	-11	-5	-2	1.2	-2.4	102	-6	6
COc1ccc(NC(=O)CSc2nnnn2C2CCCC2)cc1	1	103	-1	4	0	1.3	-1.2	98	-4	4
COc1ccccc1-n1c(SCC(=O)N2CCCCC2)nc2cccnc21	1	103	-3	3	4	0.96	/	96	3	-3
CCC(Sc1nc(C)cc(=O)[nH]1)C(=O)Nc1nnc(C)s1 (stereo unspecified)	1	99	1	4	0	1.2	0.37	104	/	-28
CCc1cccc(C)c1NC(=O)CSc1nc2ccc(N3C(=O)c4ccccc4C3=O)cc2s1	1	100	-4	7	3	0.87	-0.27	97	1	-1
Cc1ccc(-c2ccc(SCC(=O)N3CCN(c4ccccc4)CC3)nn2)cc1	1	104	4	-2	1	0.98	/	99	1	-1

Source: PubChem
